HepG2 tox – qHTS for Inhibitors of TGF-b: Cytotox Counterscreen; HepG2 CAGA-GFP viability, ATP luminescence, 18 h; Potency, µM (highest dose often 46.1 µM), for inactives: top-dose activity change, negative = cytotoxicity, usual class: cytotoxic; 410,000 tested, 0.76% active; further: some results filed as inactive show a strong effect at the top dose
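CellTiter-Glo luminescence gave cytotoxicity after 18 hours at 37 degrees C. The cells were HepG2 CAGA-GFP in 1% FBS DMEM, stimulated with 500 pg/mL TGF-beta after compound addition. %Activity was normalised to no-cell wells (complete cell-killing) and DMSO (no toxicity), and curves were fitted and classified.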
Nrf2 ARE act – qHTS of Nrf2 Activators; Potency, µM (titrated, usually from 46.1 µM), for the others: top-dose activation, usual class: activators; AREc32 ARE-luciferase reporter (MCF7-derived line), luminescence, 24 h; 410,000 tested, 0.31% active; further: % of control where 0% means no effect; nearly all actives have a fitted effect of over 65% in size
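For detection, Steady-Glo was added and plates sat 30 min at RT; before that, AREc32_Fluc cells grown overnight in OPTI-MEM/5% FBS had been treated with 23 nL compound for 24 hr at 37 deg C.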
ATXN viability – Viability Counterscreen for Primary qHTS for Inhibitors of ATXN expression. Potency, µM (titrated, usually from 56.7 µM), most hits filed as cytotoxic. S2 cells (HEK-293 line with an ATXN2-luciferase reporter) viability, CellTiter-Fluor protease fluorescence, 24 h. 400,000 tested, 0.49% active; further: nearly all actives have a fitted effect of over 40% in size
MCF10A rerep – A quantitative high throughput screen for small molecules that induce DNA re-replication in MCF 10a normal breast cells | MCF 10A DNA re-replication, Hoechst nuclear intensity, 48 h | 350,000 tested, 2.9% active | Potency, µM (highest dose often 46.1 µM), for inactives: at the top dose activity, positive = re-replication, most hits filed as activators; further: % of control where 0% means no effect; nearly all actives have a fitted effect of over 50% in size
TGFb inhibitor – qHTS for Inhibitors of TGF-b; HepG2 CAGA-GFP TGF-b/SMAD3 reporter, GFP fluorescence, 18 h; TGF-beta stimulated, 500 pg/mL final; 410,000 tested, 1.2% active; Potency, µM (doses to about 46.1 µM), for the others: top-dose activity, negative = inhibition, hits mostly inhibitors; further: on the % scale 0 is the no-effect control and ±100 the full control effect; nearly all actives have a fitted effect of over 65% in size
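Read-out: total well GFP (ex488/em500-530) summed from mean per-cell fluorescence. Cells: HEPG2 CAGA-GFP, 1% FBS DMEM, 18 h at 37 degrees C with 500 pg/mL final TGF-beta. Unstimulated wells served as the full-inhibition control; stimulated DMSO wells = 0%.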
ATXN2 expr inh – Primary qHTS for Inhibitors of ATXN expression; HEK-293 ATXN2-luciferase reporter, luminescence, 24 h; Potency, µM (top dose mostly 57 µM), for inactives: at the highest dose activity change, negative = inhibition, usual class: inhibitors; 360,000 tested, 0.72% active; further: on the % scale 0 is the no-effect control and ±100 the full control effect; nearly all actives have a fitted effect of over 55% in size
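qHTS (up to 57 uM final) was run with 24 h compound exposure of reporter cells at 37 °C. Each well was multiplexed: SteadyGlo luminescence measured ATXN2-luciferase expression after a fluorogenic Gly-Phe-AFC viability readout (25 uM final).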
A549 viability – Nrf2 qHTS screen for inhibitors: counterscreen for cytotoxicity; A549 ARE-Fluc cells, CellTiter-Fluor viability, 18-24 h; Potency, µM (highest dose often 46 µM), without a hit: at the highest dose activity change, negative = cytotoxicity, hits mostly inhibitors; 390,000 tested, 0.16% active; further: on the % scale 0 is the no-effect control and ±100 the full control effect
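A549 ARE_Fluc cells in 5% FBS OPTI-MEM were exposed to compounds in concentration-response for 18-24 h at 37 deg C. Viability was read by CellTiter-Fluor fluorescence (Ex 405/Em 525) after 30 min, before the luciferase read.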
Nrf2 block – Nrf2 qHTS screen for inhibitors | A549 ARE-Fluc reporter, luciferase luminescence, 18-24 h | Potency, µM (series often up to 46 µM), for inactives: top-dose activity change, negative = inhibition, hits mostly inhibitors | 360,000 tested, 2.1% active | AID 504444, 2011; further: on the % scale 0 is the no-effect control and ±100 the full control effect; nearly all actives have a fitted effect of over 60% in size
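Quantitative HTS in A549 cells stably bearing an antioxidant response element-firefly luciferase construct. Inhibition of Nrf2-driven transcription was scored by luminescence after 18-24 h of compound exposure at 37 °C.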
EPAC2 antagonist – qHTS for Antagonist of cAMP-regulated guanine nucleotide exchange factor 2 (EPAC2): primary screen | Rap guanine nucleotide exchange factor 4 (Homo sapiens), Q8WZA2 | Potency, µM (series often up to 114 µM), for the others: at the highest dose activity, negative = inhibition, hits mostly inhibitors | EPAC2 GEF exchange of Rap1B-BODIPY-GDP, fluorescence | 360,000 tested, 0.18% active; further: on the % scale 0 is the no-effect control and ±100 the full control effect; nearly all actives have a fitted effect of over 45% in size; many of its hits are not listed in these tables
Target sequence (Q8WZA2 whole entry, looked up): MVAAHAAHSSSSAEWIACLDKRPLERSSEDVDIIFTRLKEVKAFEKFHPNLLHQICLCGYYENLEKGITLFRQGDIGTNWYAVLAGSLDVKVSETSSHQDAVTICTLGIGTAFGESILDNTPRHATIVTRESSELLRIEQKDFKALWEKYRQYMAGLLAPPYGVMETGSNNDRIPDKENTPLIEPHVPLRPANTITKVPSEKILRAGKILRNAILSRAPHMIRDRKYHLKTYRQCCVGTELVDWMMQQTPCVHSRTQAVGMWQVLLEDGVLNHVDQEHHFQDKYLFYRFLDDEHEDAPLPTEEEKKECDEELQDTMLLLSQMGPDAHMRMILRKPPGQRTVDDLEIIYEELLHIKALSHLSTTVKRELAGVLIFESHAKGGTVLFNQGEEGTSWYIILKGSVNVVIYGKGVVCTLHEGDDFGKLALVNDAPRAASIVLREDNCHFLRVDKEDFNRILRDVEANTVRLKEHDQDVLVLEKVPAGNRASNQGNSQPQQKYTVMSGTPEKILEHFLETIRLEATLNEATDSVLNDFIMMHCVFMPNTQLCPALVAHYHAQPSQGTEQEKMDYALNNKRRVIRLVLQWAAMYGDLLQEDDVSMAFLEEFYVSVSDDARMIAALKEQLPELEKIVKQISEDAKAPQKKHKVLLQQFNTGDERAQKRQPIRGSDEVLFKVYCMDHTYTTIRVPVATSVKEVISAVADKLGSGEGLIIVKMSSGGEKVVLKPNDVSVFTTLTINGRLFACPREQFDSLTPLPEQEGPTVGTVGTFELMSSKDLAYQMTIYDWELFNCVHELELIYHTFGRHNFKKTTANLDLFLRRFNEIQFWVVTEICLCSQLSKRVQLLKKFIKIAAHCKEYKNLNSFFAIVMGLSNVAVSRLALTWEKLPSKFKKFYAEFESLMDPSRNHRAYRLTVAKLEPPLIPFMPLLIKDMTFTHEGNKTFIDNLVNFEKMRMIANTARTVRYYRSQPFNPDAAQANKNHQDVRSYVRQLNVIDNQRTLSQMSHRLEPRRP
Active calls of the source: *; i = inactive; ? = inconclusive; · = no result given; [ ] = remark or other dose. The call rests on the fitted dose curve; in most records, active means well fitted curve in the direction sought with a large enough effect; inconclusive means small, poorly fitted or top-dose-only effect, or another doubt; inactive means no such curve, though single readings can be large; an effect the other way counts as inactive or inconclusive. Potency means the concentration at half of the fitted maximal effect. Some of the compounds tested, so the mix of outcomes need not match the whole.

Preview:
No.	compound	HepG2 tox	Nrf2 ARE act	ATXN viability	MCF10A rerep	TGFb inhibitor	ATXN2 expr inh	A549 viability	Nrf2 block	EPAC2 antagonist
1	Cc1ccc(-n2c(O)c(/C=N/c3ncn[nH]3)c3ccccc3c2=O)cc1	-11%	3.8%	i	?	-3%	1%	?	?	-4%
2	Cc1cccc(N2CCN(S(=O)(=O)c3ccc(S(=O)(=O)N4CCCC4)cc3)CC2)c1C	5%	-0.2%	i	1%	-1%	-3%	-3%	-15%	2%

The listing, previewed entries included:
No.	compound	HepG2 tox	Nrf2 ARE act	ATXN viability	MCF10A rerep	TGFb inhibitor	ATXN2 expr inh	A549 viability	Nrf2 block	EPAC2 antagonist
1	Cc1ccc(-n2c(O)c(/C=N/c3ncn[nH]3)c3ccccc3c2=O)cc1	-11%	3.8%	i	?	-3%	1%	?	?	-4%
2	Cc1cccc(N2CCN(S(=O)(=O)c3ccc(S(=O)(=O)N4CCCC4)cc3)CC2)c1C	5%	-0.2%	i	1%	-1%	-3%	-3%	-15%	2%
3	Cc1ccc(S(=O)(=O)Cc2sc3ccccc3[n+]2C)cc1	-15%	3.4%	i	24%	-6%	12%	-2%	-28%	-6%
4	Cc1cc(C)n2nc(SCC(=O)N/N=C/c3cccc(Br)c3)nc2n1	4%	1.6%	i	?	27%	1%	-12%	-9%	3%
5	C/C(=N\NC(=O)c1cccc(S(=O)(=O)N2CCCC2)c1)c1ccncc1	-3%	3.3%	i	-3%	19%	·	1%	-19%	-6%
6	Fc1ccc(/C=C/c2nnc(-c3cccs3)o2)cc1	-9%	0.4%	i	?	-1%	17%	-1%	?	-17%
7	O=c1[nH]c2cc3c(cc2cc1CN(Cc1ccc2c(c1)OCO2)Cc1nnnn1CC1CCCO1)OCO3 (centres undefined)	0%	5.4%	i	15%	-3%	0%	-12%	?	-10%
8	O=S(=O)(Nc1ccccc1Cl)c1ccc(NS(=O)(=O)c2cccs2)cc1	-39%	0.2%	i	-4%	-43%	-6%	6%	1%	-8%
9	Cc1cccc(S(=O)(=O)Nc2ccncc2)c1	30%	0.2%	i	4%	18%	-10%	-5%	-10%	0%
10	Cc1ccc(C)c(OCCC(=O)OCc2csc(CC(=O)Nc3ccccc3C)n2)c1	-34%	0.0%	i	6%	-4%	2%	-10%	-3%	-3%
11	CC(COc1ccccc1)OC(=O)Nc1ccccc1 (centres undefined)	-17%	7.3%	?	4%	1%	28%	9%	?	-1%
12	CC(C)c1cc(C(=O)Nc2ccc3c(c2)OCO3)no1	-21%	-0.5%	i	0%	?	31%[activator]	-9%	?	8%
13	COc1ccc(CC(=O)Nc2oc(-c3ccccc3)c(-c3ccccc3)c2C#N)cc1OC	-23%	0.6%	i	14%	?	-12%	-5%	?	-1%
14	COC(=O)c1c(NC(=O)COc2cc(C)ccc2C(C)C)sc2c1CCC(C)C2 (centres undefined)	-11%	4.2%	i	·	?	9%	6%	4%	·
15	O=C(CN1C(=O)c2ccccc2C1=O)OCC(=O)N1CCc2ccccc2C1	15%	-0.5%	i	0%	0%	-1%	4%	15%	13%
16	COC(=O)[C@]12CCCCC=C1N(CCC1=CCCCC1)C(=O)[C@H](CC(=O)NCCCN1CCCC1=O)C2	·	-0.2%	i	·	·	1%	·	·	5%
17	COc1ccc(N/C=C(\[N+](=O)[O-])S(=O)(=O)c2ccccc2)cc1	-13%	-0.4%	i	6%	-6%	6%	4%	?	2%
18	CC(C)OC(=O)CSc1nc(C(C)C)nc2ccccc12	4%	-0.7%	i	9%	0%	·	-1%	-8%	13%
19	CSc1nc(Cl)cc(Nc2ccc(O)cc2)n1	-8%	6.0%	?	?	?	-13%	-7%	?	-6%
20	Cc1sc2ncn(CC(=O)NCC(=O)N(C)Cc3ccccc3)c(=O)c2c1C	7%	0.3%	i	0%	-3%	-1%	-3%	2%	11%
21	Nc1cc(=O)[nH]c(SCc2cccc(Cl)c2)n1	-4%	2.7%	i	0%	4%	-5%	-16%	?	6%
22	COc1ccc(NC(C)=O)cc1CNC(=O)COc1ccccc1C(=O)Nc1cccc(C)c1C	5%	-0.1%	i	5%	9%	7%	-8%	1%	20%
23	CCOC(=O)c1sc(NC(=O)C2CC(=O)N(c3ccc(C)cc3)C2)nc1C (centres undefined)	-5%	2.1%	i	20%	4%	3%	2%	?	-11%
24	CCOc1ccc(NC(=O)CN2CCN(c3ccc(F)cc3)CC2)cc1	9%	0.1%	i	0%	28%	-2%	1%	17%	8%
25	Cc1c(C)n(Cc2ccccc2)c2ncnc(Cl)c12	-47%	-0.4%	i	-3%	-13%	-24%	1%	?	?
26	CN(CC(=O)NC(=O)NCc1ccccc1)CC(=O)Nc1ccc(Cl)c(C(F)(F)F)c1	-11%	2.0%	i	?	?	-17%	?	?	?
27	C=CCn1c(SCc2c(C)noc2C)nc2sc3c(c2c1=O)CCCC3	-19%	-0.7%	i	9.2µM*	7%	-31%	?	9.2µM*	-6%
28	CSc1ccccc1NC(=S)N/N=C/c1cccn1Cc1cccc(C)c1	10%	0.2%	i	0%	15%	·	-2%	3%	-1%
29	CCCNC(=O)C1CCN(c2ccc(S(=O)(=O)N3CCOCC3)cc2Cl)CC1	-20%	-0.1%	i	2%	?	-17%	1%	-13%	-3%
30	COc1ccc(Nc2cc(C(=O)NC3CCCC3)c3ccccc3n2)cc1	-2%	4.3%	i	·	-11%	3%	1%	16%	·
31	CCOC(=O)c1sc2nc(C)[nH]c(=S)c2c1C	-7%	-0.3%	i	-1%	-15%	6%	1%	-4%	9%
32	CC(=O)Nc1ccc(C2=CC(=O)CC(C)(C)C2)cc1	-6%	-0.1%	i	-9%	-3%	1%	0%	7%	21%
33	CCOC(=O)c1c(NC(=O)C2(C)Cc3ccccc3C(=O)O2)sc2c1CCCC2 (centres undefined)	-17%	0.3%	i	?	?	-30%	9%	?	-10%
34	O=C(NCc1ccccc1)NC1(C(=O)Nc2ccc3c(c2)OCCO3)CCCCC1	3%	-0.2%	i	1%	-4%	-7%	17%	10%	-4%
35	Cc1ccc(C(=O)Oc2ccccc2N2CCOCC2)cc1	13%	-0.5%	?	-4%	0%	-5%	0%	8%	8%
36	Cc1ccc(-c2noc(CSc3nnc(Cc4cccs4)n3-c3ccccc3)n2)cc1	-30%	6.1%	?	?	?	?	-8%	?	1%
37	FC(F)Oc1ccc(/C=N/n2c(Cc3ccc(Br)cc3)n[nH]c2=S)cc1	-112%	2.5%	i	?	?	-14%	0%	-19%	-16%
38	CC(=O)Oc1ccc(/C=C2\C=C(c3ccc(C)cc3)OC2=O)cc1	-23%	0.0%	i	1%	-2%	0%	-2%	-3%	2%
39	O=C(Nc1cc(S(=O)(=O)N2CCCCC2)ccc1Cl)c1ccncc1	-15%	-0.5%	?	0%	8%	·	0%	-10%	7%
40	Cc1ccc(-c2noc(CNS(=O)(=O)c3ccc(F)cc3)n2)cc1	-35%	0.0%	·	·	-38%	·	0%	1%	·

An excerpt from above with just ATXN2 expr inh and Nrf2 block.
No. | SMILES | ATXN2 expr inh | Nrf2 block
33 | CCOC(=O)c1c(NC(=O)C2(C)Cc3ccccc3C(=O)O2)sc2c1CCCC2 (centres undefined) | -30% | ?
34 | O=C(NCc1ccccc1)NC1(C(=O)Nc2ccc3c(c2)OCCO3)CCCCC1 | -7% | 10%
35 | Cc1ccc(C(=O)Oc2ccccc2N2CCOCC2)cc1 | -5% | 8%
36 | Cc1ccc(-c2noc(CSc3nnc(Cc4cccs4)n3-c3ccccc3)n2)cc1 | ? | ?

Additional records
No.	compound	HepG2 tox	Nrf2 ARE act	ATXN viability	MCF10A rerep	TGFb inhibitor	ATXN2 expr inh	A549 viability	Nrf2 block	EPAC2 antagonist
41	O=C(CSc1n[nH]c(-c2ccccc2)n1)N1CCOCC1	7%	2.5%	i	-1%	-9%	29%	0%	?	3%
42	O=C(Cc1c(C(=O)O)[nH]c2ccc(Cl)cc12)Nc1ccc2c(c1)OCCO2	10%	0.1%	i	-5%	7%	18%	-14%	-12%	-1%
43	O=S(=O)(c1ccc(F)cc1)N1CCN(S(=O)(=O)c2cc(F)ccc2F)CC1	-3%	-0.3%	i	2%	25%	-3%	-3%	-2%	12%
44	CCc1nn(C(CC)C(=O)NCc2ccc(F)cc2)c(=O)c2cc3occc3n12 (centres undefined)	-28%	4.3%	?	·	?	-1%	-3%	11%	·
45	COc1ccc(CCNC(=O)CCc2cn(Cc3ccccc3Cl)c3ccccc23)c(OC)c1	-30%	-0.7%	·	·	?	·	-5%	?	·
46	O=C(Cc1ccccc1)c1c[nH]c(C(=O)O)c1	-5%	0.5%	i	1%	-21%	-8%	10%	-5%	9%
47	Nc1nc(-c2cccnc2)nn1C(=O)c1ccc(Cl)cc1	7%	0.2%	i	10%	10%	·	-6%	-13%	0%
48	CCCNC(=O)c1ccccc1NC(=O)C1COc2ccccc2O1 (centres undefined)	-1%	0.1%	i	-1%	-7%	-17%	0%	-29%	6%
49	CCC(C)Sc1nc2c(c(=O)[nH]c(=O)n2C)n1CC(O)COc1cccc2ccccc12 (centres undefined)	1%	2.9%	i	-2%	9%	-15%	-11%	?	15%
50	CC(=O)NC1CC(=O)N(c2ccc3c(c2)OCCO3)C1 (centres undefined)	-9%	0.4%	·	·	-13%	·	1%	·	·
51	C=C1CCN([C@@H](CC(C)C)C(=O)N2CCCC2)S(=O)(=O)c2ccccc21	-2%	-0.8%	i	2%	-4%	-7%	-1%	-7%	11%
52	CCC1SC(=NC(=O)c2ccc(Cl)c(Cl)c2)NC1=O (centres undefined)	-25%	2.7%	i	6%	-5%	10%	·	5%	8%
53	Cc1csc(N2CCc3ccccc32)n1	-9%	3.4%	i	4%	-27%	-9%	-6%	2%	4%

From PubChem
